Rab9 prom act: Rab9 promoter activation. Huh7 Rab9 promoter-luciferase reporter, luminescence, 24 h. AID 485297. hit rate 2.8% among 320,000. Potency, µM (highest dose often 9.22 µM), for inactives: at the highest dose activation, negative = inhibition, usual class: activators; note: % of control where 0% means no effect; nearly all actives have a fitted effect of over 60% in size
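Huh7 cells stably carrying a Rab9 promoter-luciferase reporter, 1500 cells per well in OP-MEM I with 10% FBS, treated with compound 24 hours at 37C. Luciferase activity read by luminescence after 10 minutes with Amplite reagent.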
p53 reactivator: re-activators of mutant p53; hit rate 0.063% among 320,000; H1299 p53-A138V BP100-luciferase reporter, luminescence, 24 h; Potency, µM (highest dose often 92.2 µM), without a hit: at the highest dose activity change, positive = activation, usual class: activators; note: % of control where 0% means no effect; nearly all actives have a fitted effect of over 45% in size
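H1299 (p53-null), stable ts p53-A138V + BP100-Luc; 1000 cells/well, Opti-MEM/10% FBS; cpd 4 pt, 1:5; 24 h, 37 deg C, 5% CO2; detection reagent 10 min RT; luminescence.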
VP16 counter: Gal4-VP16 reporter inhibition counter-screen. Drosophila S2 Gal4-VP16 UAS-luciferase, luminescence, 20 h. hit rate 3.5% among 310,000. AID 2546. Potency, µM (highest dose often 53.6 µM), without a hit: at the top dose activity, negative = inhibition, hits mostly inhibitors;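 note: Gal4-VP16 expression switched on by copper sulfate through the metallothionein promoter; % is set by controls: 0 for no effect and ±100 for the full control effect; nearly all actives have a fitted effect of over 50% in size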
NPC1 promoter act: activators of NPC1 promoter | AID 485313 | Potency, µM (titrated, usually from 9.22 µM), inactives show top-dose activation, usual class: activators | Huh7 NPC1 promoter luciferase reporter, 24 h | hit rate 2.4% among 320,000;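 note: % of control where 0% means no effect; nearly all actives have a fitted effect of over 60% in size; reporter is driven by a mutant NPC1 promoter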
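Luciferase expression driven by the NPC1 promoter was measured in stably transfected Huh7 cells after a 24 h compound incubation, using a luciferase reagent and a luminescence read.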
RORg inh: blocks mouse ROR gamma transcriptional activity | Potency, µM (doses to about 53.6 µM), inactives show at the top dose activity change, negative = inhibition, actives largely listed as inhibitors | hit rate 5.4% among 310,000 | P51450 | Drosophila S2 Gal4-RORgamma UAS-luciferase reporter, 20 h; note: % is set by controls: 0 for no effect and ±100 for the full control effect; nearly all actives have a fitted effect of over 60% in size
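Luminescence from a UAS-regulated Photinus luciferase reporter in stably transfected Drosophila Schneider cells is measured; decreased signal marks ROR gamma inhibition. Fusion expression is induced by 700 uM copper sulfate for 20 hr.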
MBNL1-CUG inh: MBNL1-poly(CUG) RNA binding inhibition; Q9NR56; TR-FRET MBNL1-His/biotin-(CUG)12 binding, 665/545 ratio; Potency, µM (doses to about 57.5 µM), inactives show top-dose activity change, negative = inhibition, actives largely listed as inhibitors; hit rate 0.036% among 280,000; active = well fitted inhibition curve with a large enough effect in the signal ratio, with a control signal flat, not every such curve was filed as active; inconclusive = small, poorly fitted or top-dose-only effect, or effect the other way, or a change in a side signal; inactive = no such curve, though single readings can be large or run the other way; the % refers to the signal ratio; note: % is set by controls: 0 for no effect and ±100 for the full control effect
Target sequence (Q9NR56 whole entry, looked up): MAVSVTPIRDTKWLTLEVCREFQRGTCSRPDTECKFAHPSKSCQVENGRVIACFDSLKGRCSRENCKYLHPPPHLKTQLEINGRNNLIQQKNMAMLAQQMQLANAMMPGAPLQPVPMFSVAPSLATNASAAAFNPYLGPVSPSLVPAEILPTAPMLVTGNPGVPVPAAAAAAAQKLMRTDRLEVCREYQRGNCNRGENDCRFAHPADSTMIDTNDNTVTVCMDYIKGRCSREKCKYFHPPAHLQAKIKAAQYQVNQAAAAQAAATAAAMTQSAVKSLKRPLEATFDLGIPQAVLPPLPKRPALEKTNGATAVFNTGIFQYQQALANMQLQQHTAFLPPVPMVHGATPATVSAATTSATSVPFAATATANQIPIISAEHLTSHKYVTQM
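His-tagged MBNL1 binding to biotinylated (CUG)12 RNA was measured by TR-FRET using terbium anti-His antibody (0.055 ng/ul final) and streptavidin-XL665 (5 nM final). Compounds were titrated 92 nM to 58 uM; 60 min at room temperature.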
BRCA1 expr act: increases BRCA1 expression | MCF7-BRCA1-FFLuc reporter, luminescence, 48 h; response scale: scaled: vehicle 0%, 10 µM genistein 100% | Potency, µM (top dose mostly 46.1 µM), for inactives: at the highest dose activation, actives largely listed as activators | hit rate 1.1% among 380,000 | AID 624202; note: nearly all actives have a fitted effect of over 80% in size; some results filed as inactive show a strong effect at the top dose
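Quantitative HTS in MCF7 cells stably reporting BRCA1 expression via firefly luciferase. Compound treatment lasts 48 h at 37 °C in phenol-red free MEM. Activation is expressed relative to genistein at 10 microM and DMSO.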
uPA surface inh: cell surface uPA generation inhibition | hit rate 0.31% among 330,000 | Potency, µM (series often up to 38.3 µM), inactives show at the highest dose activity change, negative = inhibition, usual class: inhibitors | AID 540303 | cell surface uPA generation assay, qHTS; active = well fitted inhibition curve with a large enough effect; inconclusive = small, poorly fitted or top-dose-only effect; inactive = no such curve, though single readings can be large or run the other way; tested in mouse RAW 264.7 cells; note: % is set by controls: 0 for no effect and ±100 for the full control effect; nearly all actives have a fitted effect of over 55% in size
FLuc counter: counter-screen for miR-21 project: firefly luciferase inhibitors or activators | Potency, µM (highest dose often 57.5 µM), for inactives: top-dose activity change, negative = inhibition, most hits filed as inhibitors | AID 588342 | P08659 | hit rate 6.9% among 360,000 | purified FLuc, Km substrates, luminescence inhibition;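 note: plate controls were vehicle for no effect and reference inhibitor for full effect; nearly all actives have a fitted effect of over 55% in size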
Target sequence (P08659 whole entry, looked up): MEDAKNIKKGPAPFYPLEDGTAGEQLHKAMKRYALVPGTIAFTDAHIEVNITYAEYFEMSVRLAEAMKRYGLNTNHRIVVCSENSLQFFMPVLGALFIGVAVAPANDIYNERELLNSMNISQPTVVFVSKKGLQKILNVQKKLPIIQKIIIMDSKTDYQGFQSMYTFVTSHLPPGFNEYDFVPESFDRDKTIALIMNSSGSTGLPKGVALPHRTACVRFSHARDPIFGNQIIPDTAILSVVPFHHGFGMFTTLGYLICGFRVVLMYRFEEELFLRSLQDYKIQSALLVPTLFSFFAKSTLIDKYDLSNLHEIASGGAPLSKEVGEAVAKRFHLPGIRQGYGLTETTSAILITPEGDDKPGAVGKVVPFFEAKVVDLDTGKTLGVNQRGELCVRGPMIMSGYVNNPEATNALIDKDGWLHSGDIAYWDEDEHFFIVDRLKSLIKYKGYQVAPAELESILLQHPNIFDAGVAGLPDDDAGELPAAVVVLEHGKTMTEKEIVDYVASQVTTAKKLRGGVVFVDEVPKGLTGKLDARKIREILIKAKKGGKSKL
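Purified P. pyralis luciferase, 10 nM final, with Km-level 10 uM D-luciferin and 10 uM ATP in 50 mM Tris acetate pH 7.5, 10 mM Mg acetate, 0.01% Tween-20, 0.05% BSA; 6-point qHTS titration about 60 µM downward; luminescence read.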
MLL CXXC-DNA inh: inhibitors of human MLL CXXC domain-DNA interaction | Q03164 | MLL-CXXC / FITC-HOXA9 DNA fluorescence polarization | Potency, µM (top dose mostly 115 µM), inactives show at the top dose activity change, negative = inhibition, actives largely listed as inhibitors | hit rate 0.037% among 290,000 | AID 2662; active = well fitted inhibition curve with a large enough effect in the polarisation, with a control signal flat, not every such curve was filed as active; inconclusive = small, poorly fitted or top-dose-only effect, or effect the other way, or a change in a side signal; inactive = no such curve, though single readings can be large or run the other way; the % refers to the polarisation
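Purified MLL-CXXC (added from a 7 uM solution) was preincubated 5 min at ambient with pinned compounds in 50 mM Tris-HCl pH 7.5, 50 mM NaCl, 1 mM DTT, 0.05% BSA. Fluorescein-labeled HOX-A9 DNA (50 nM solution) followed, 30 min, then polarization read.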
ELG1 genotox: inducers of genotoxicity in HEK293T ELG1-luciferase cells. hit rate 1.3% among 330,000. HEK293T ELG1-luciferase reporter, luminescence, 16 h. Potency, µM (series often up to 46 µM), inactives show top-dose activity change, positive = activation, hits mostly activators; note: % of control where 0% means no effect; nearly all actives have a fitted effect of over 60% in size
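Cells (2,000/well) expressing the ELG1-luciferase fusion are dosed by pin tool and kept 16 hr at 37 °C, 5% CO2. Signal comes from ONE-Glo luciferase reagent after 30 min at room temperature.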
Active calls of the source: *; & = joins results of further samples; [ ] = remark or other dose. Unless noted, calls come from the whole dose curve; as a rule, active = well fitted curve in the direction sought with a large enough effect; inconclusive = small, poorly fitted or top-dose-only effect, or another doubt; inactive = no such curve, though single readings can be large; an effect the other way counts as inactive or inconclusive. Potency is the fitted concentration of half-maximal effect.

What do the screens show for `CCCCCc1cc(=O)oc2c(C(CCN(CC)CC)c3ccc(N(C)C)cc3)c(OC)cc(OC)c12` (configuration not stated)?
Rab9 prom act: -2%; p53 reactivator: -10%; VP16 counter: -5%; NPC1 promoter act: -7%; RORg inh: 16%; MBNL1-CUG inh: -8%; BRCA1 expr act: 0%; uPA surface inh: -17%; FLuc counter: -2%; MLL CXXC-DNA inh: -3%; ELG1 genotox: -2%

Results for O=C(OCC(=O)N1CCN(C(=O)c2ccco2)CC1)c1cc(-c2cccc(Br)c2)nc2ccccc12 ?
Rab9 prom act: -6%; p53 reactivator: 6%; VP16 counter: 0%; NPC1 promoter act: 1%; RORg inh: 21%; MBNL1-CUG inh: 9%; BRCA1 expr act: 0%; uPA surface inh: -2%; FLuc counter: 9.5µM*; MLL CXXC-DNA inh: 7%; ELG1 genotox: -23%

How did O=C(Nc1cccc(F)c1)C1C2C=CC3(CN(CCCN4CCOCC4)C(=O)C13)O2 (configuration not stated) do in these assays?
Rab9 prom act: -1%; p53 reactivator: 1%; VP16 counter: -2%; NPC1 promoter act: 1%; RORg inh: -1%; MBNL1-CUG inh: -8%; BRCA1 expr act: -1%; uPA surface inh: 0%; FLuc counter: 1%; MLL CXXC-DNA inh: -2%; ELG1 genotox: 13%

Results for COc1ccc(NC(=O)C2CCCNC2)cc1OCC(C)C (configuration not stated) ?
Rab9 prom act: -1%; p53 reactivator: -20%; VP16 counter: -1%; NPC1 promoter act: 1%; RORg inh: 12%; MBNL1-CUG inh: 3%; BRCA1 expr act: -2%; uPA surface inh: 1%; FLuc counter: 2%; MLL CXXC-DNA inh: 2%; ELG1 genotox: -1%

Results for COc1ccc(CNC(=O)CN2C(=O)C(c3ccccc3)Oc3cccnc32)cc1 (configuration not stated) ?
Rab9 prom act: 5%; VP16 counter: -2%; NPC1 promoter act: -4%; RORg inh: 16%; MBNL1-CUG inh: 0%; BRCA1 expr act: 0%; uPA surface inh: -14%; FLuc counter: 0%; ELG1 genotox: 2%

How did CC(=O)N(C)c1ccc(NC(=O)c2cnn(C)c2)cc1 do in these assays?
Rab9 prom act: 5%; p53 reactivator: 5%; VP16 counter: 7%; NPC1 promoter act: -5%; RORg inh: 6%; MBNL1-CUG inh: 10%; BRCA1 expr act: 0%; uPA surface inh: -2%; FLuc counter: 3%; MLL CXXC-DNA inh: 17%; ELG1 genotox: inconclusive

What do the screens show for `Cc1nc(N/N=C/c2ccc(Br)cc2)cc(N2CCOCC2)n1`?
Rab9 prom act: -1%; p53 reactivator: 6%; VP16 counter: -6%; NPC1 promoter act: -11%; RORg inh: inconclusive; MBNL1-CUG inh: -2%; BRCA1 expr act: -18%; uPA surface inh: 3%; FLuc counter: 2%; MLL CXXC-DNA inh: 0%; ELG1 genotox: -5%

Results for CC(=O)Nc1cccc(NC(C)=O)n1 ?
Rab9 prom act: -3%&-4%; p53 reactivator: 3%&6%; VP16 counter: 0%&-3%; NPC1 promoter act: 1%&1%; RORg inh: 0%&-25%; MBNL1-CUG inh: 2%&-21%; BRCA1 expr act: 5%; uPA surface inh: -6%; FLuc counter: -1%&-1%; MLL CXXC-DNA inh: 2%&3%; ELG1 genotox: -1%&1%

What do the screens show for `O=C(CN1CCN(c2cccc(Cl)c2)CC1)Nc1ccc([N+](=O)[O-])cc1C(=O)Nc1ccccc1F`?
Rab9 prom act: -1%; p53 reactivator: -2%; VP16 counter: -9%; NPC1 promoter act: -1%; RORg inh: 34%; BRCA1 expr act: -21%; uPA surface inh: 4%; FLuc counter: 2%; MLL CXXC-DNA inh: 15%; ELG1 genotox: -8%

What do the screens show for `CCOC(=O)c1c(NC(=O)CN2CCN(C(=O)c3ccco3)CC2)sc(C(N)=O)c1C`?
Rab9 prom act: -1%; p53 reactivator: 5%; VP16 counter: -8%; NPC1 promoter act: -7%; RORg inh: -10%; MBNL1-CUG inh: -1%; BRCA1 expr act: -19%; uPA surface inh: 2%; FLuc counter: 2%; MLL CXXC-DNA inh: -4%; ELG1 genotox: 0%

How did CCc1nnc(NC(=O)CSc2nc(N)c(NC(=O)c3ccc(OC)cc3)c(=O)[nH]2)s1 do in these assays?
Rab9 prom act: -1%; p53 reactivator: -5%; VP16 counter: 3%; NPC1 promoter act: -6%; RORg inh: inconclusive; MBNL1-CUG inh: -9%; BRCA1 expr act: 1%; uPA surface inh: 0%; FLuc counter: -14%; MLL CXXC-DNA inh: 24%; ELG1 genotox: -1%

Results for CC(C)NC(=O)CN1C(=O)CSc2ccc(S(=O)(=O)N3CCCC3)cc21 ?
Rab9 prom act: 11%; p53 reactivator: 1%; VP16 counter: -1%; NPC1 promoter act: -5%; RORg inh: -28%; MBNL1-CUG inh: -1%; BRCA1 expr act: -3%; uPA surface inh: 2%; FLuc counter: 0%; MLL CXXC-DNA inh: 0%; ELG1 genotox: 0%[9.26 µM]

Results for O=C(C(Cc1ccccc1)N1C(=O)C2C3CCC(C3)C2C1=O)N1CCCCC1 (configuration not stated) ?
Rab9 prom act: 3%; p53 reactivator: -2%; VP16 counter: -6%; NPC1 promoter act: -1%; RORg inh: 13%; MBNL1-CUG inh: -1%; BRCA1 expr act: 12%; uPA surface inh: -12%; FLuc counter: 3%; MLL CXXC-DNA inh: -4%; ELG1 genotox: 1%

Results for O=C(CSc1nnc2c(n1)[nH]c1ccccc12)Nc1cccc(S(=O)(=O)N2CCOCC2)c1 ?
Rab9 prom act: -9%; p53 reactivator: -3%; VP16 counter: inconclusive; NPC1 promoter act: -3%; RORg inh: 0%; MBNL1-CUG inh: 24%; BRCA1 expr act: -32%; uPA surface inh: 0%; FLuc counter: inconclusive; MLL CXXC-DNA inh: -9%; ELG1 genotox: -4%

What do the screens show for `Cc1cccc(CCN2C(N(C)C)=NC[C@@H]2CC(C)C)c1`?
Rab9 prom act: -5%; p53 reactivator: -8%; NPC1 promoter act: -2%; BRCA1 expr act: 5%; uPA surface inh: inconclusive; FLuc counter: -3%; ELG1 genotox: -4%

How did O=C(NCc1ccccc1)C(c1ccccc1)N(Cc1ccc2c(c1)OCO2)C(=O)Cc1cccs1 (configuration not stated) do in these assays?
Rab9 prom act: -2%; p53 reactivator: 11%; VP16 counter: 6%; NPC1 promoter act: -2%; RORg inh: inconclusive; MBNL1-CUG inh: -20%; BRCA1 expr act: -66%; uPA surface inh: 0%; FLuc counter: -11%; MLL CXXC-DNA inh: -9%; ELG1 genotox: -11%

Results for COc1ccc(Cl)cc1NC(=O)CCc1ccccc1 ?
Rab9 prom act: -11%; p53 reactivator: -4%; VP16 counter: -3%; NPC1 promoter act: -5%; RORg inh: 6%; MBNL1-CUG inh: -1%; BRCA1 expr act: -22%; uPA surface inh: -3%; FLuc counter: 3%; MLL CXXC-DNA inh: -3%; ELG1 genotox: 2%

What do the screens show for `COc1ccc(CNC(=O)c2cccc(C)c2[N+](=O)[O-])cc1`?
Rab9 prom act: -10%; p53 reactivator: 6%; VP16 counter: -1%; NPC1 promoter act: 0%; RORg inh: 6%; MBNL1-CUG inh: -9%; BRCA1 expr act: 10%; uPA surface inh: 1%; FLuc counter: 0%; MLL CXXC-DNA inh: -3%; ELG1 genotox: 0%

What do the screens show for `Clc1ccc(C(c2nnnn2C2CCCC2)N2CCN(Cc3ccncc3)CC2)cc1` (configuration not stated)?
Rab9 prom act: 2%; p53 reactivator: -7%; VP16 counter: 2%; NPC1 promoter act: -3%; RORg inh: -3%; MBNL1-CUG inh: 2%; BRCA1 expr act: -19%; uPA surface inh: 4%; FLuc counter: 1%; MLL CXXC-DNA inh: -2%; ELG1 genotox: 2%

What do the screens show for `CCC1Oc2ccc(C)cc2N(CC(=O)NCCCN2CCOCC2)C1=O` (configuration not stated)?
Rab9 prom act: 0%; p53 reactivator: 5%; VP16 counter: -3%; NPC1 promoter act: -2%; RORg inh: 1%; MBNL1-CUG inh: 6%; BRCA1 expr act: -10%; uPA surface inh: 10%; FLuc counter: -1%; MLL CXXC-DNA inh: 13%; ELG1 genotox: -1%

From PubChem BioAssay

These rows are one share of the data; rates above refer to the full screens.
